GlmU inhibition = inhibition of mycobacterial GlmU enzyme – biochemical, glucosamine-1-phosphate acetyltransferase (AID 1376). 220,000 tested, 0.25% active. M. tuberculosis GlmU acetyltransferase enzyme assay; higher % means a stronger effect. inhibition, %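 (tested at 30 µM in the primary screen)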, or IC50 in µM where a hit was titrated; in the data active = inhibition above about 13%;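 also: 0% = complete reaction with vehicle and 100% = reaction without substrate; strong numbers were not always called active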
RmlCD inh 1536 = blocks M. tuberculosis RmlC and RmlD coupled enzymes | 160,000 tested, 0.03% active | AID 1533 | RmlC+RmlD coupled enzyme assay, percent inhibition; primary screen in compound mixtures | inhibition, % at 3.6 µM; in the data active = inhibition mostly above about 34%, no sharp cut-off; also: some results filed as inactive read as strong as hits
Target sequence (P9WH09 whole entry, looked up): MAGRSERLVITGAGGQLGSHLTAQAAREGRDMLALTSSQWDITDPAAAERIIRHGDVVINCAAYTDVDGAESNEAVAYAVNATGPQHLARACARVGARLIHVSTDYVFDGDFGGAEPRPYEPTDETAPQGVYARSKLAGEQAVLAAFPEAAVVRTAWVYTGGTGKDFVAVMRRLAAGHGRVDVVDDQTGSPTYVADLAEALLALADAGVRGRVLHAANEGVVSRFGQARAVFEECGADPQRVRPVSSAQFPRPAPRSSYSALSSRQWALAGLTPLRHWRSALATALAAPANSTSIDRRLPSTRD
Target sequence (P9WH11 whole entry, looked up): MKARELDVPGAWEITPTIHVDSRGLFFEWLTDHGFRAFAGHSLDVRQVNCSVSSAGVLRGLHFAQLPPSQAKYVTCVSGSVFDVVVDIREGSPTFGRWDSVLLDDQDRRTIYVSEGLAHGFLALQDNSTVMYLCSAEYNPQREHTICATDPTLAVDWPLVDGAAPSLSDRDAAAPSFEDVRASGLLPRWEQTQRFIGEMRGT
* = called active by the depositor; x = no result given. The list is partial, so the mix of outcomes need not match the whole.

SMILES	GlmU inhibition	RmlCD inh 1536
CCOc1ccc(C2CC(c3c(O)c4ccccc4oc3=O)=NN2c2ccccc2)cc1OC (stereo unspecified)	-1.3%	5
Cc1ccc(-n2c(C)nnc2SCC(=O)N2CCc3ccccc3C2)cc1	5.8%	-8
Cc1cccc(-n2cnc3cc(C(=O)N4CCc5ccccc54)ccc32)c1	2.6%	3
CCOC(=O)C1=C(C)N=C2SC(C)C(=O)N2C1/C=C/c1ccccc1OC (stereo unspecified)	x	7
CCOc1cc(/C=N\NC(=O)c2ccc(NC(=O)C(C)(C)C)cc2)ccc1OC(=O)c1ccc(C)cc1	-6.0%	-2
CCOC(=O)N1CCN(C(=O)c2cc3cc(Br)ccc3oc2=O)CC1	-6.3%	1
C/C(=N\N=C1/NC(=O)C(C)S1)c1ccc([N+](=O)[O-])cc1 (stereo unspecified)	12%	-3
Cc1ccc(S(=O)(=O)N2CCCC2C(=O)NC2CCCCC2)cc1 (stereo unspecified)	2.2%	7
CC(C)CC(=O)NC(=S)Nc1nc(-c2ccccc2)cs1	1.9%	0
CCCCn1cnc2c(c(-c3ccccc3)c(-c3ccccc3)n2Cc2ccco2)c1=N	-6.9%	8
Cc1csc(SCc2nc3scc(-c4ccccc4)c3c(=O)[nH]2)n1	10%	-14
O=C(CCNC(=O)c1ccccc1Cl)Nc1nc(-c2ccccc2Cl)cs1	1.5%	0
CC(C)CC(C(=O)OCC(=O)c1c(N)n(C)c(=O)n(C)c1=O)N1C(=O)c2ccccc2C1=O (stereo unspecified)	0.0%	2
Cc1n[nH]c(C)c1S(=O)(=O)N1CCCCCC1	2.8%	-6
Cc1nn(-c2ccccc2)c2c1C(=O)N(Cc1ccccc1)C(=O)C(C)(C)C2	-4.1%	x
O=C(CC(=O)c1ccccc1)Nc1cc(C(F)(F)F)ccc1Cl	3.0%	-10
Nc1cc(=O)[nH]n1C1CCCC1	-5.8%	-10
C=CCNC(=S)Nc1cccc(N)c1	6.2%	-15
COC(=O)Cc1[nH]nc2c1C(C1C=CCCC1)C(C#N)=C(N)O2 (stereo unspecified)	-3.4%	x
O=c1[nH]ncn1-c1ccc(Br)cc1	-1.0%	x
COC(=O)CCN(C(=O)c1cc(OC)c(OC)c(OC)c1)c1ccccn1	-1.0%	x
CCNC(=O)C(C)Sc1ccc(Cl)cc1 (stereo unspecified)	0.9%	3
O=C(CCN1C(=O)S/C(=C\c2cccs2)C1=O)NC1=NCCS1	-1.8%	1
CCc1c(C)c(C#N)c2nc3ccccc3n2c1NCc1ccco1	-1.3%	4
O=C(CSc1nnc(-c2cccs2)n1-c1ccccc1)N1CCCc2ccccc21	2.0%	-2
Nc1nc(=S)c2ncn(C3OC(CO)C(O)C3O)c2[nH]1 (stereo unspecified)	21%*	-4
O=C(c1cc2nc(-c3ccc(F)cc3)cc(C(F)(F)F)n2n1)N1CCCC1	4.0%	x
O=C(/C=C/c1c(Cl)cccc1Cl)NCc1ccco1	-0.7%	1
O=C(CCCCCCCC(=O)c1ccccc1)c1ccccc1	0.8%	-6
COc1ccc(C)cc1NC(=O)c1ccoc1C	-3.2%	x
Cc1ccc2c(c1)NC(=O)C(N1CCOCC1)(C(F)(F)F)O2 (stereo unspecified)	-6.7%	x
COc1ccc(CCNC(=O)CCSc2nc(-c3ccco3)cc(C(F)(F)F)n2)cc1OC	7.5%	-1
COC(=O)Nc1nc(-c2cc(Cl)ccc2Cl)cs1	7.7%	-7
COc1cccc(/C=N/N2CCOCC2)c1O	2.1%	-6
CN1C(=O)C2C[C@@]3(Br)c4ccccc4N(OOSc4ccccc4)[C@H]3N2C(=O)[C@@H]1Cc1ccccc1 (stereo partly specified)	3.5%	x
Cc1nn(-c2ccc(Cl)cc2)c2sc(C(=O)c3c(N)n(C)c(=O)n(C)c3=O)cc12	-1.2%	0
COc1ccc(Cl)cc1NC(=S)NNC(=O)C1(C)CC1(Cl)Cl (stereo unspecified)	1.0%	x
C=CCO/N=C(\C)c1c(O)c(C)c(-c2ccccc2)n(-c2ccccc2)c1=O	1.8%	x
O=C(O)C1CC(=O)N(c2ccc(OCc3ccccc3Cl)cc2)C1 (stereo unspecified)	-3.8%	11
Fc1ccc(-c2nnc(CSc3nnc(-c4ccc5c(c4)OCO5)o3)o2)cc1	3.9%	51
CCCc1[nH]nc2c1C(c1ccc(OCCN3CCOCC3)c(OCC)c1)C(C#N)=C(N)O2 (stereo unspecified)	-5.5%	x
COc1ccc(CCC(C)Nc2ccc(F)cc2)cc1 (stereo unspecified)	-0.5%	x
CCn1c(COc2ccccc2)nnc1SCC(=O)C(C)(C)C	-3.3%	8
COc1cc(NC(=O)C(=O)NNC(=O)C2CCCCC2)c(OC)cc1Cl	-1.8%	-15
COc1ccccc1OCC(=O)NN1Cc2ccccc2C1=N	-1.1%	10
CCOc1ccc(N2C(=O)CC(N)C2=O)cc1 (stereo unspecified)	6.1%	x
Cc1ccc(N2NC(=O)/C(=C/c3ccc(-c4ccc(Cl)c(C(=O)O)c4)o3)C2=O)cc1	7.4%	22
Cc1ccc(-c2cc(C(F)F)n3ncc(C(=O)N4CCCCC4c4cccnc4)c3n2)cc1 (stereo unspecified)	0.2%	12
C[C@@H]1NC(=O)[C@H](CC(N)=O)NC(=O)c2cc([N+](=O)[O-])cc(I)c2OCC[C@@H](C(=O)NC(CC(=O)O)C(N)=O)NC1=O (stereo partly specified)	5.0%	x
CCN(CC(=O)N1CCN(C)CC1)S(=O)(=O)c1ccc(Cl)cc1	-6.2%	x
CC(=O)NNC(=S)NC(=O)C(c1ccccc1)c1ccccc1	0.4%	1
CCCN=C(N)/C(C(=O)OCC)=C(\O)c1ccc(OC)cc1	3.5%	6
COc1ccc2c(c1)NC(C)(C)C=C2C	-8.6%	-10
O=c1c2[nH]c3ccccc3c2ncn1CCN1CCOCC1	6.7%	x
CCN(CC)S(=O)(=O)c1ccc(OC)c(NC(=S)Nc2cccc(C)c2)c1	2.5%	12
CCOC(=O)c1c(NC(=O)COC)sc(C)c1C	0.4%	-8
O=C(c1ccc([N+](=O)[O-])cc1)N1CCN(c2cccc3[nH]ccc23)CC1	-2.3%	-11
C=CCn1c(SCc2cccc3ccccc23)nnc1-c1cccnc1	-0.6%	-1
CCOc1ccc(N=C(NC#N)SC)cc1	-1.8%	16
O=C(COC(=O)C1(c2ccccc2F)CCCC1)NCc1cccs1	-0.4%	-5

Record cards, from the list above. Values in the order: GlmU inhibition	RmlCD inh 1536
O=C(CCNC(=O)c1ccccc1Cl)Nc1nc(-c2ccccc2Cl)cs1 is listed with 1.5%	0
CC(C)CC(C(=O)OCC(=O)c1c(N)n(C)c(=O)n(C)c1=O)N1C(=O)c2ccccc2C1=O (stereo unspecified) is listed with 0.0%	2
COc1ccc(CCNC(=O)CCSc2nc(-c3ccco3)cc(C(F)(F)F)n2)cc1OC is listed with 7.5%	-1
O=C(CCN1C(=O)S/C(=C\c2cccs2)C1=O)NC1=NCCS1 is listed with -1.8%	1
Cc1ccc2c(c1)NC(=O)C(N1CCOCC1)(C(F)(F)F)O2 (stereo unspecified) is listed with -6.7%	x

(continued)
SMILES	GlmU inhibition	RmlCD inh 1536
C=CCc1cccc2cc(C(=O)NNC(=O)c3ccncc3)c(=O)oc12	-2.3%	5
CCCN1C(=O)/C(=C/c2cc(C)n(C)c2C)SC1=Nc1ccc(OCC)cc1	-0.2%	-1
COc1ccccc1-n1c(Cc2ccccc2)nc2ccccc2c1=O	-1.8%	-4
Cc1c(C(N)=O)sc2ncn(CCOc3ccccc3)c(=O)c12	-1.4%	7
C=CCn1c(SCC(=O)Nc2ccc3c(c2)CCC3)nnc1-c1cccs1	0.3%	x
Cc1cccc(-n2c(-c3ccco3)n[nH]c2=S)c1	11%	2
O=C(COC(=O)CCC(=O)c1cccs1)NCc1ccco1	-2.1%	-4
O=C(CCc1ccccc1)NC(=S)NCc1ccco1	-7.9%	x
O=c1[nH]c2ccc(NC(=S)Nc3ccccc3Cl)cc2[nH]1	-5.9%	x
CCOC(=O)c1ccc(NC(=O)Cn2cnc3cc(C)c(C)cc32)cc1	-0.2%	x
CCN(CC)c1cc(Oc2ccccc2)ncn1	-2.3%	-9
COc1ccc(C(=O)CSc2nnc(-c3ccco3)c(-c3ccco3)n2)cc1	13%*	11

Exported with each value named: three of the compounds above.
Molecule: CCOC(=O)c1ccc(NC(=O)Cn2cnc3cc(C)c(C)cc32)cc1
  GlmU inhibition = -0.2%
  RmlCD inh 1536 = x

Molecule: CCN(CC)c1cc(Oc2ccccc2)ncn1
  GlmU inhibition = -2.3%
  RmlCD inh 1536 = -9

Molecule: COc1ccc(C(=O)CSc2nnc(-c3ccco3)c(-c3ccco3)n2)cc1
  GlmU inhibition = 13%*
  RmlCD inh 1536 = 11

Next section.
SMILES	GlmU inhibition	RmlCD inh 1536
CCC(=O)Nc1ccc(F)c(Cl)c1	9.4%	-10
Cc1nc2c([nH]1)C1(CCN(Cc3ccccc3)CC1)C(C#N)=C(N)O2	-2.4%	x
Cc1nc2cc(-c3ccccc3)nn2c(C)c1CCC(=O)NCc1ccco1	6.2%	x
C/C=C\C=C/C(=O)Nc1cccc(C2=NOC3(C2)C[C@@H](C(N)=O)N(C(=O)/C=C/C=C\C)C3)c1 (stereo partly specified)	-0.2%	1
Cc1ccc(C=Nc2ccccc2C(N)=O)o1	7.9%	x
CCCOc1ncnc2c1[nH]c1ccc(OC)cc12	0.4%	9
CCOC(=O)CSc1nnc(-c2ccc3ncccc3c2)n1C	0.1%	6
Cc1ccc(C(C#N)c2ccc(C(=O)c3ccc(F)cc3)cc2)cc1 (stereo unspecified)	2.9%	5
Cn1c(=O)[nH]c(NC2CCCCC2)c([N+](=O)[O-])c1=O	0.8%	-1
COc1ccc(/C=C(\C#N)C(=O)OCC(=O)NCc2ccccc2)cc1	1.1%	x
CCCNC(=O)/C=C/C(=O)O	-3.1%	-3
COc1cc(CCCN2C(=O)C(=O)NC[C@H]2Cc2cccc3ccccc23)cc(OC)c1OC	0.9%	x
O=C(NC1CCCCC1)C1c2ccccc2C(=O)N1Cc1ccco1 (stereo unspecified)	2.5%	x
CCOC(=O)CC1C(=O)NCCN1C(=O)c1ccc(F)cc1F (stereo unspecified)	-1.8%	-4
O=C(CCCCl)NC(=S)Nc1ccc(CN2CCOCC2)cc1	-1.1%	6
Cn1c(N)c(C(=O)COC(=O)C23CC4CC(CC(C4)C2)C3)c(=O)n(C)c1=O	-4.0%	6
CC(=O)N1CCN(CC(=O)Nc2cccc(S(=O)(=O)N3CCCCCC3)c2)CC1	-1.2%	x
CCN1CCN(c2cc(C)nc(-c3ccccc3O)n2)CC1	1.2%	-10
O=C1CC(c2cccs2)c2ccc3ccccc3c2N1 (stereo unspecified)	3.0%	-10
CCCNC(=O)COC(=O)c1cc(C)nc2ccccc12	2.5%	-8
COc1cc(NC(=O)CSc2nnc3c(C)cc4c(C)ccc(C)c4n23)c(C(=O)O)cc1OC	-10%	6
O=C(/C(C=Nc1cccc(C(F)(F)F)c1)=C(/O)c1ccco1)C(F)(F)F	4.2%	26
CCN1CCN(C(=O)c2ccc(CN(c3ccccc3)S(=O)(=O)c3ccccc3)cc2)CC1	1.4%	7
c1ccc2nc3[nH]cnc3nc2c1	2.0%	x
COC(=O)Cn1cnc2c1c(=O)n(C)c(=O)n2C	-3.2%	x
Cc1nn(-c2ccccc2)c(Cl)c1C1C(C#N)=C(N)OC2=C1C(=O)CCC2 (stereo unspecified)	-6.1%	4
CS(=O)(=O)N(CC(=O)N1CCN(c2ccccc2F)CC1)C1CCCCC1	-0.7%	-5
FC(F)(F)c1cccc(Oc2nc(-c3ccccc3)nnc2C(F)(F)F)c1	-0.8%	x
CN(C)C(Cc1ccccc1)C(=O)c1ccccc1 (stereo unspecified)	2.4%	11
C/C(=N\Nc1ccc(S(N)(=O)=O)cc1[N+](=O)[O-])c1ccc2c(c1)OCO2	4.3%	6
CC(=O)Nc1cccc2ncccc12	-3.3%	-7
C/C(CC(=O)Nc1ccccc1[N+](=O)[O-])=N\NC(=O)COc1ccccc1C	2.7%	6
Cc1ccccc1OCC(=O)N/N=C/c1cccc(Oc2ccc([N+](=O)[O-])cc2[N+](=O)[O-])c1	-1.3%	3
C/C(CC1(O)/C(=N/O)CCc2nonc21)=N\O (stereo unspecified)	-1.7%	x
NC(=O)c1c(NC(=O)CSc2nc(N)cc(=O)[nH]2)sc2c1CCCC2	0.7%	-8
CCCCC(CC)C(=O)Nc1cc([N+](=O)[O-])ccc1F (stereo unspecified)	-5.4%	-3
CCC(NC(=O)c1cccc(Cn2nc(C)c([N+](=O)[O-])c2C)c1)c1ccc(C(C)C)cc1 (stereo unspecified)	0.5%	x
Cc1cc(F)ccc1S(=O)(=O)Nc1ccccc1C(=O)Nc1ccccc1-c1nc2ccccc2[nH]1	-1.8%	x
CCOc1ccc2[nH]c(=O)c(CN(CCN3CCOCC3)Cc3nnnn3C(C)(C)CC)cc2c1	-2.3%	-8
Cc1cccc(OCC(=O)NNC(=O)Nc2cccc(Cl)c2)c1C	1.6%	x
Cc1nc2oc3c(NCc4ccccn4)ncnc3c2c2c1COC(C)(C)C2	1.4%	-17
O=C(OC(C(=O)Nc1cccc(C(F)(F)F)c1)c1ccccc1)C1CCCCC1 (stereo unspecified)	-0.2%	3
CCCOc1ccc(C(CC(=O)O)NC(=O)c2cccs2)cc1 (stereo unspecified)	0.7%	x
Cc1ccc(OCc2nc3ccccc3[nH]2)cc1	-8.4%	x
COc1cc(CNC2CCCCCC2)cc(OC)c1O	0.0%	1
C=CCOc1c(Cl)cc(CNc2ccc(N(C)C)cc2)cc1OC	-2.9%	5
O=c1[nH]c(=O)c2cc([N+](=O)[O-])cc([N+](=O)[O-])c2[nH]1	1.0%	3
